Screens (PubChem)
JMJD2E inh – blocks human JMJD2E demethylase activity; Potency, µM (doses to about 57.1 µM), for inactives: at the top dose activity change, negative = inhibition, most hits filed as inhibitors; 1.6% of 230,000 active; JMJD2E catalytic domain, FDH-coupled NADH fluorescence (FDH is formaldehyde dehydrogenase); AID 2147; active means well fitted inhibition curve with a large enough effect, not every such curve was filed as active; inconclusive means small, poorly fitted or top-dose-only effect, or another doubt; inactive means no such curve, though single readings can be large or run the other way;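 further: 0% = wells with enzyme and -100% = buffer wells without enzyme; nearly all actives have a fitted effect of over 50% in size; many of its hits are not listed in these tables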
Target sequence (B2RXH2 1-337 limits assumed): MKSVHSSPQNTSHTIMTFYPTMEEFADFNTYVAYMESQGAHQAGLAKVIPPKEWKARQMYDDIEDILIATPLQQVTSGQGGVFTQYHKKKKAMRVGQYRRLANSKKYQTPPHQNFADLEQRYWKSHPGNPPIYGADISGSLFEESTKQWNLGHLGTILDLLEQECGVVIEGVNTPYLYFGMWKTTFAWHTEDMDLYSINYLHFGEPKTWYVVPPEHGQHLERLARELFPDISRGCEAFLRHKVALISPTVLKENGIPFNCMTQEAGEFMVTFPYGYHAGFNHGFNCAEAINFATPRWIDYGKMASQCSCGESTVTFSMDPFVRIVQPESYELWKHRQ
RECQ1 inh – inhibitors of human RECQ1 DNA helicase | 0.54% of 240,000 active | RECQ1 DNA unwinding, red fluorescence kinetic read | Potency, µM (titrated, usually from 57.3 µM), inactives show top-dose activity, negative = inhibition, usual class: inhibitors | P46063; active means well fitted inhibition curve with a large enough effect; inconclusive means small, poorly fitted or top-dose-only effect;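 further: plate controls were vehicle for no effect and no enzyme for full effect; nearly all actives have a fitted effect of over 30% in size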
Target sequence (P46063 whole entry, looked up): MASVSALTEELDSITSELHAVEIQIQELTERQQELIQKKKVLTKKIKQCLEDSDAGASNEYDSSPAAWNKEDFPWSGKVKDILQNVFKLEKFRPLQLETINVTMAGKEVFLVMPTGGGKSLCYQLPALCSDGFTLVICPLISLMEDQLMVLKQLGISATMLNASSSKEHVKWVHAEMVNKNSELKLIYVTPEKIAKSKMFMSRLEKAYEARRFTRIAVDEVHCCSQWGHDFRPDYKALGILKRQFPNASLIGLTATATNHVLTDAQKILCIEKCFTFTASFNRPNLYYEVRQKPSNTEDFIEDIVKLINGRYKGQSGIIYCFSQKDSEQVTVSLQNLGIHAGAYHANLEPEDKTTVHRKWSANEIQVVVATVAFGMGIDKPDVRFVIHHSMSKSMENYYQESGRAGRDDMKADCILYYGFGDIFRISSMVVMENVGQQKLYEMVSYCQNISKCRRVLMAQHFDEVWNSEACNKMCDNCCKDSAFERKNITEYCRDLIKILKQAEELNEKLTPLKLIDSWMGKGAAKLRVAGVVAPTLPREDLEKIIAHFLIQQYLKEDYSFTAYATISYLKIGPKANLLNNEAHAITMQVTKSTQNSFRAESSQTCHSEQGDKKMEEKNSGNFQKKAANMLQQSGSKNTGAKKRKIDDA
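50 nM RECQ1T1 preincubated 15 min with compound in Tris pH 8.0 buffer with MgCl2, DTT, Tween-20 and 2.5 ug/ml poly(dI-dC); started with 200 nM TAMRA/BHQ-2 forked duplex and 2 mM ATP. Unwinding read as fluorescence (525/598 nm), two reads 2 h apart.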
The depositor's hits bear a star; i = inactive; u = inconclusive. Potency means the concentration at half of the fitted maximal effect. These rows are one share of the data (hit frequency here may not be typical).

Each structure is followed by: JMJD2E inh | RECQ1 inh
- CCCNC(=O)Cc1c(C)oc2ccccc12
    7% | -3%
- N/C(=N\NC(=O)c1ccc(Cl)cc1)c1cnccn1
    -12% | i
- Cc1nc(-c2ccc(Cl)cc2)sc1C(=O)NNC(=O)C(C)C
    -3% | 23%
- COCCCN(C(=O)Cc1ccc(Cl)c(Cl)c1)c1c(N)n(Cc2ccccc2)c(=O)[nH]c1=O
    3% | -11%
- Cc1cc2cc(CNC(=O)C(C)Oc3ccccc3)ccc2n1C (stereo not drawn)
    u | u
- Cc1ccc(-c2n[nH]c3c2C(c2ccccc2)N(c2ccc(C(=O)O)cc2)C3=O)cc1 (stereo not drawn)
    -1% | 16%
- CNC(=O)C1=C(C)Nc2nc3ccccc3n2C1c1ccc(F)cc1 (stereo not drawn)
    2% | 0%
- Cc1ccc(C(=O)Nc2nc3n(n2)C(c2ccccc2)CC(=O)N3)cc1 (stereo not drawn)
    1% | -5%
- CC(/C=C1\SC(=S)N(c2ccc(C(=O)O)cc2)C1=O)=C\c1ccccc1
    -2% | -11%
- CC(=O)Nc1ccc(N(C(=O)CNC(=O)c2ccco2)C(C(=O)NCc2ccco2)c2ccccc2)cc1 (stereo not drawn)
    7% | i
- Nc1nnc(CC(=O)N/N=C/c2ccc(-c3cccc(C(=O)O)c3)o2)s1
    u | 11%
- COc1ccc(C2(CNS(=O)(=O)c3ccc(C)cc3)CCOCC2)cc1
    2% | 16%
- O=[N+]([O-])c1ccccc1OCC(O)CNC1CCCC1 (stereo not drawn)
    12% | -10%
- CCCCC(=O)Nc1ccccc1CC
    -4% | -5%
- OCCNc1nc(-c2ccccc2)nc2c1oc1ccccc12
    -2% | 3%
- Cn1c(=O)c2c(SCC(=O)Nc3nccs3)nc(C3CC3)nc2n(C)c1=O
    0% | -5%
- CC(NC(=O)c1cc(Br)ccc1Cl)c1ccccc1 (stereo not drawn)
    0% | i
- Cc1ccccc1NC(=O)CSc1nc(O)cc(=O)n1C
    -3% | -3%
- Cc1ccc(NC(=O)C(=O)NCCCN2CCOCC2)c(C)c1
    -7% | -5%
- COC(=O)c1sc(-c2cccs2)cc1N
    u | -4%
- CN(C)CCNc1nc2sc3c(c2c(=O)n1-c1ccccc1)CCCCC3
    -4% | -5%
- NC(=S)N/N=C1\CC(c2ccc3c(c2)OCCCO3)Oc2ccc(F)cc21 (stereo not drawn)
    u | i
- Cn1cc(/C=N/NC(=O)c2cc3cc(Br)ccc3o2)c2ccccc21
    -2% | i
- CCN1CCN(c2nc3ccccc3n3cnnc23)CC1
    -2% | -1%
- N/C(=N\OC(=O)C(c1ccccc1)c1ccccc1)c1ccncc1
    1% | 0%
- COc1ccc(NC(=O)C2CC(=O)n3c(nc4ccccc43)N2)cc1 (stereo not drawn)
    -1% | i
- O=C(O)c1cc(-c2c[nH]c3ccccc23)nc2cc3ccccc3cc12
    u | -3%
- CC1=NNC(=O)C1CCC(=O)N/N=C/c1ccc(Cl)cc1Cl (stereo not drawn)
    2% | -8%
- Nc1nc(Nc2ccccc2)sc1C(=O)c1ccccc1
    1% | -5%
- Cc1cc(-c2ccc(Cl)cc2Cl)c(C#N)c(=O)[nH]1
    u | -5%
- NS(=O)(=O)c1ccc(NNC(=O)c2ccc(F)cc2F)cc1
    4% | i
- O=C(NNC(=O)c1ccc2nonc2c1)Nc1ccc(Cl)cc1
    0% | -8%
- O=C(O)C(Oc1ccc2c(-c3ccccc3)cc(=O)oc2c1)c1ccccc1 (stereo not drawn)
    -25% | 0%
- COc1ccc(CNC(=O)CSc2cccc3cccnc23)cc1
    u | i
- O=C(Nc1cccc(Oc2ccc(C(=O)O)c(C(=O)O)c2)c1)c1ccc(-c2ccccc2)cc1
    -1% | -24%
- O=C(Nc1ncc(Cc2cccc(C(F)(F)F)c2)s1)C1CCCO1 (stereo not drawn)
    10% | -5%
- Cc1cc(NC(=O)COn2nnc3ccc(S(C)(=O)=O)cc32)ccc1Br
    -6% | -3%
- COCCNC(=O)c1cc(Sc2nnc(C)s2)nc2ccccc12
    u | i
- Cn1cccc1CC(=O)N/N=C/c1ccc(Cl)c([N+](=O)[O-])c1
    -7% | -6%
- O=C(Nc1nc2c(Br)cc(Br)cc2c(=O)s1)C1CCC1
    2% | -15%
- O=C(NCc1nc(-c2ccc(C(F)(F)F)cc2)no1)Nc1ccc(F)cc1F
    13% | 3%
- COc1ccc(C2=NOC(C(=O)Nc3cc(C)on3)C2)cc1OC (stereo not drawn)
    -2% | 15%
- O=C(Nc1cccc(-c2nc3ccccc3[nH]2)c1)c1ccc(C(=O)Nc2cccc(-c3nc4ccccc4[nH]3)c2)cc1
    u | u
- Cc1[nH]n(-c2ccc(Cl)cc2)c(=O)c1N=Nc1cccnc1
    -4% | -6%
- Cc1ccn2cc(CNS(=O)(=O)c3cccs3)nc2c1
    -13% | -7%
- Cc1nc(-c2ccccn2)nc(SCC(=O)N2CCOCC2)c1Cl
    -4% | -4%
- O=c1nc(Nc2ccccc2)oc2ccccc12
    -11% | -5%
- CCC(C)C(NC(N)=O)C(=O)Nc1ccc(OCc2ccccc2)cc1 (stereo not drawn)
    3% | -3%
- COc1ccc(C2CC(c3ccccc3OC(C)=O)=NN2C(C)=O)cc1 (stereo not drawn)
    1% | -5%
- CCOc1ccc(N2C(=O)CC(N(CCc3ccc(S(N)(=O)=O)cc3)C(C)=O)C2=O)cc1 (stereo not drawn)
    4% | i
- CN(C)CCCNc1oc(/C=C/c2ccccc2)nc1C#N
    u | -3%
- CN(C)S(=O)(=O)c1ccc(NC(=O)CSc2nnnn2C)cc1
    10% | 1%
- O=C(c1ccccc1)c1cnc[nH]1
    -7% | -3%
- O=S(=O)(Nc1ccc(OC(F)(F)F)cc1)c1cccc2nonc12
    -1% | -5%
- CCNc1nc(NCC)nc(N(C#N)C(C)C)n1
    3% | i
- CN(C)CCOC(=O)c1ccc2[nH]c3c(c2c1)CSCC3
    2% | 2%
- CC(C)(C)NC(=O)N1CCN(c2nc(-c3ccccc3)ns2)CC1
    9% | -8%
- N#CCC(=O)NNc1c([N+](=O)[O-])cc(C(F)(F)F)cc1[N+](=O)[O-]
    6% | -5%
- O=C(NCCN1CCOCC1)c1cc(S(=O)(=O)Nc2ccccc2F)c(Cl)cc1Cl
    -6% | -4%
- O=S(=O)(CCc1ccncc1)Cc1ccc2c3c(cccc13)CC2
    u | i

Part of the list above in order of length of the SMILES, ascending.
Each structure is followed by: JMJD2E inh | RECQ1 inh
- CCCCC(=O)Nc1ccccc1CC
    -4% | -5%
- O=C(c1ccccc1)c1cnc[nH]1
    -7% | -3%
- COC(=O)c1sc(-c2cccs2)cc1N
    u | -4%
- O=c1nc(Nc2ccccc2)oc2ccccc12
    -11% | -5%
- CN(C)CCCNc1oc(/C=C/c2ccccc2)nc1C#N
    u | -3%
- COc1ccc(CNC(=O)CSc2cccc3cccnc23)cc1
    u | i
- COCCNC(=O)c1cc(Sc2nnc(C)s2)nc2ccccc12
    u | i
- O=C(NNC(=O)c1ccc2nonc2c1)Nc1ccc(Cl)cc1
    0% | -8%
- Cc1nc(-c2ccc(Cl)cc2)sc1C(=O)NNC(=O)C(C)C
    -3% | 23%
- CCC(C)C(NC(N)=O)C(=O)Nc1ccc(OCc2ccccc2)cc1 (stereo not drawn)
    3% | -3%
- COc1ccc(C2(CNS(=O)(=O)c3ccc(C)cc3)CCOCC2)cc1
    2% | 16%
- NC(=S)N/N=C1\CC(c2ccc3c(c2)OCCCO3)Oc2ccc(F)cc21 (stereo not drawn)
    u | i
- CC(/C=C1\SC(=S)N(c2ccc(C(=O)O)cc2)C1=O)=C\c1ccccc1
    -2% | -11%
- O=C(NCCN1CCOCC1)c1cc(S(=O)(=O)Nc2ccccc2F)c(Cl)cc1Cl
    -6% | -4%
- CCOc1ccc(N2C(=O)CC(N(CCc3ccc(S(N)(=O)=O)cc3)C(C)=O)C2=O)cc1 (stereo not drawn)
    4% | i
- COCCCN(C(=O)Cc1ccc(Cl)c(Cl)c1)c1c(N)n(Cc2ccccc2)c(=O)[nH]c1=O
    3% | -11%
- O=C(Nc1cccc(-c2nc3ccccc3[nH]2)c1)c1ccc(C(=O)Nc2cccc(-c3nc4ccccc4[nH]3)c2)cc1
    u | u

Later entries.
Each structure is followed by: JMJD2E inh | RECQ1 inh
- CC(=O)c1cccc(Nc2cc(C)nc3ccccc23)c1
    1% | 11%
- COc1ccc(-c2c(C(F)(F)F)[nH]n3c(=O)cc(-c4ccccc4)nc23)cc1
    u | -7%
- COCc1cc(=O)n2[nH]c(N)nc2n1
    -10% | -2%
- O=C(CNC(=O)c1ccc(F)cc1)Nc1ccccc1C(F)(F)F
    6% | 11%
- N#Cc1c(-c2ccc(F)cc2)c2c([nH]c1=O)-c1ccccc1OC2
    u | -10%
- CCCC(=O)NC(=S)Nc1cc(-c2nc3ncccc3o2)ccc1C
    -1% | -10%
- Cc1ccc(N=C(N)N=C(N)N)c(C)c1
    11% | -4%
- O=C(c1cccnc1)N1CCN(c2ccccc2Cl)CC1
    9% | -15%
- COc1cccc(C2CC(=O)Nc3n[nH]c(-c4ccccc4)c32)c1OC (stereo not drawn)
    2% | -7%
- Cc1cc(Cc2ccc(N)c(C)c2)ccc1N
    -3% | -4%
- CCOc1c(N2CCOCC2)c(=O)c1=O
    1% | -13%
- COCCNC(=O)/C(C#N)=C/c1ccc(O)cc1
    -15% | -14%
- CCOC(=O)N1CCc2c(sc3[nH]c(=S)[nH]c(=S)c23)C1
    5% | -4%
- CC1CCN(c2c(NCC3CCC(C(=O)NCCC4=CCCCC4)CC3)c(=O)c2=O)CC1 (stereo not drawn)
    -1% | -1%
- CCCC(=O)Nc1nc2c(C)c(Cl)ccc2s1
    -2% | i
- Cc1ccc(CNC(=O)C2CCC(CNc3c(N4CCC(C)CC4)c(=O)c3=O)CC2)cc1 (stereo not drawn)
    -5% | 0%
- COc1ccc2nc(/C=N/NC(=O)CCNC(=O)OC(C)(C)C)ccc2c1
    u | -7%
- CC(C(=O)NCC1CCCO1)N1C(=O)C2C3CC(C(Br)C3Br)C2C1=O (stereo not drawn)
    8% | -2%
- O/N=C1\CCCc2c1nc(-c1ccccc1F)n2O
    u | -1%
- O=c1nc(SCc2c(F)cccc2Cl)nc(-c2ccccc2)[nH]1
    4% | -4%

Profiles as entered above. Order of values: JMJD2E inh	RECQ1 inh
Record of Cc1ccc(CNC(=O)C2CCC(CNc3c(N4CCC(C)CC4)c(=O)c3=O)CC2)cc1 (stereo not drawn) = -5%	0%
Record of CC(C(=O)NCC1CCCO1)N1C(=O)C2C3CC(C(Br)C3Br)C2C1=O (stereo not drawn) = 8%	-2%

Further entries.
Each structure is followed by: JMJD2E inh | RECQ1 inh
- CN1C(N)=NC(=O)/C1=C/c1ccc(F)cc1
    -4% | i
- COc1cccc(OC)c1C(=O)Nc1nc2cc3c(cc2s1)OCO3
    u | -4%
- CC(=O)C1=C(O)C(=O)N(c2nccs2)C1c1ccccc1F (stereo not drawn)
    u | -11%
- CN1CCC(=C2c3ccccc3C(O)c3ccccc32)CC1 (stereo not drawn)
    5% | -3%
- Cc1ccc(C(=O)N/N=C/c2ccc(-c3cccc(C(F)(F)F)c3)o2)cn1
    u | i
- Cc1cccc(Cl)c1NNC(=O)Nc1c([N+](=O)[O-])c(C)nn1C
    -12% | 0%
- O=c1oc2ccccc2nc1/C=C(\O)c1ccccc1
    -17% | -5%
- CN(CC(=O)O)S(=O)(=O)c1ccc2[nH]c(=O)c(=O)[nH]c2c1
    u | 11%
- CN(NC(=O)c1ccccc1F)c1ccc([N+](=O)[O-])cn1
    -8% | 11%
- CCOC(=O)c1nnn2c1nc(Nc1cccc(C(F)(F)F)c1)c1ccccc12
    -7% | -9%
- O=C1CS/C(=N/N=C\c2ccn[nH]2)N1
    -7% | i
- O=C(CNC(=O)c1ccc(Cl)cc1Cl)Nc1ccc(F)cc1
    -8% | i
- Cc1ccccc1NC1=NC(=S)N(CC(N)=O)C12CCOC(C)(C)C2 (stereo not drawn)
    6% | -7%
- CSc1ccc(C2CC(=O)Nc3c2c(=O)n(C)c(=O)n3C)cc1 (stereo not drawn)
    -3% | -4%
- COc1ccccc1/C=C/C=N/NC(=O)CC1C(=O)NN=C1C (stereo not drawn)
    u | -19%
- CCCN(CCC)C(=O)C1CCCN1S(=O)(=O)c1cccc2nsnc12 (stereo not drawn)
    -4% | -3%
- CCOc1ccccc1NS(=O)(=O)c1cn(C)c(=O)n(C)c1=O
    2% | -2%
- CC(=O)NCC(O)c1ccc([N+](=O)[O-])cc1 (stereo not drawn)
    3% | -15%
- CSc1sc(C(=O)Nc2ccc(F)cc2F)c2c1C=CCC2
    -9% | -4%
- Cc1[nH]c2ccccc2c1SCc1n[nH]c(=S)n1C
    -2% | -11%
- C=C(C)CSc1nnc([C@@H]2CCCN2)o1
    1% | -12%
- Cc1[nH]c2ccccc2c1/C=N/Nc1nc2ccccc2[nH]1
    0% | -2%
- O=C(CO/N=C/c1ccc(Cl)cc1Cl)NNC(=O)c1ccc(Cl)cc1Cl
    0% | 3%
- Cc1ccc(OCC(=O)Nc2nnc(-c3ccco3)s2)cc1
    13% | 0%
- NC(=O)COn1c(SCC(N)=O)nc2ccccc2c1=O
    5% | 23%
- CCn1nc(C)c(/C=N/NC(=O)Cn2nnnc2N)c1C
    0% | -7%
